# Bioassay records from PubChem.
# CF NFkB inh = cystic fibrosis NF-kB activation inhibition. KKLEB NF-kB-GFP reporter, PAF-induced, GFP fluorescence overnight. inhibition, % at 5 µM. 360,000 tested, 0.86% active;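 active = at least 50% inhibition at 5 µM, scaled per plate between neutral and stimulator controls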;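 note: PAF is a Pseudomonas aeruginosa culture filtrate used as stimulus; plate controls were PAF-stimulated DMSO wells for no effect and unstimulated DMSO wells for full effect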
# hiPSC survival = enhancers of human iPSC single-cell survival; 360,000 tested, 0.044% active; AID 602274; hiPSC single-cell survival, ATPlite luminescence; 100% = ROCK inhibitor wells, 0% = DMSO; survival enhancement, % at 20 µM; in the data active = survival enhancement above about 18%;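 note: cells exposed to compounds for 16 hours before the ATP read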
# Shn3 inh set2 = reduces Shn3 3'UTR luciferase signal in osteoblasts | 360,000 tested, 0.52% active | inhibition, % at 12.5 µM | Clone20 osteoblast Shn3 3'UTR firefly luciferase, 24 h;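 active = mean inhibition of at least 75% with every replicate also reaching 75%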;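 note: 0% = median of neutral control wells and 100% = pilot-screen positive control compound; some compounds past the cut are filed as inactive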
# HIF-2a inh = inhibitors of HIF-2a; 786-0 RCC cells HIF-2a reporter, luciferase luminescence, overnight; inhibition, % at 18.8 µM; 360,000 tested, 0.72% active; AID 624352;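 active = inhibition of the luminescence signal of 40% or more relative to plate controls, in a single-dose primary screen at 18.75 µM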
# MITF TRPM1 inh = reduces MITF-dependent TRPM1 promoter luciferase signal | SK-MEL-5 TRPM1 promoter luciferase, 24 h | inhibition, % at 12.5 µM | 330,000 tested, 0.83% active;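 active = mean inhibition across replicates of 60% or more, whatever share of single replicates reaches that level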; note: values of inactives mirror those of a sister screen read the other way
# C8 TRAIL sens = caspase-8 TRAIL sensitization; inhibition (viability loss, TRAIL sensitization), % at 10 µM; NB7+C8 cells + TRAIL, ATPlite viability luminescence; 360,000 tested, 1% active;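 active = compounds causing at least 50% loss of cell viability in the single-dose screen, relative to plate controls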
# NR2E3 ag-1 = activates human photoreceptor nuclear receptor NR2E3 | Q9Y5X4 | AID 2300 | GST-NR2E3/biotin-RetCOR TR-FRET, 1536-well | inhibition of corepressor binding, % at 4.78 µM | 320,000 tested, 0.12% active;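 active = percent inhibition above the cutoff of mean plus 3 SD of all tested compounds, set per screening campaign, cut at about 20% in these data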;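 note: 0% = DMSO wells and 100% = biotin wells as full block of FRET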
# Target sequence (Q9Y5X4 whole entry, looked up): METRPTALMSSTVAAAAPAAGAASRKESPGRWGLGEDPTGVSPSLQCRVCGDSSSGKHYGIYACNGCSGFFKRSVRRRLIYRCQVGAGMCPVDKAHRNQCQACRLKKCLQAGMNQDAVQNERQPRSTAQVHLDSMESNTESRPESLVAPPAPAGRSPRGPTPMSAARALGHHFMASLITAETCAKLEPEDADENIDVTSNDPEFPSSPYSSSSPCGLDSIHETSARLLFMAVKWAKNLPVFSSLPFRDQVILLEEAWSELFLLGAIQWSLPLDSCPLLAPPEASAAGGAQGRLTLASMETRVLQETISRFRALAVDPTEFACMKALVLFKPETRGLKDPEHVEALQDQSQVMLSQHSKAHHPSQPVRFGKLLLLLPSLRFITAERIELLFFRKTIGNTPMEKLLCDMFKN
#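 Format: 1536-well format; test system: GST-NR2E3 and biotin-RetCOR proteins; read-out basis: percent inhibition of TR-FRET ratio; timing: 5 h incubation at 4 °C; detection: time-resolved FRET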
# KKLEB tox = CF airway cell cytotoxicity counter-screen | activity change (cytotoxicity), % at 5 µM | KKLEB CF airway cells viability, ATPlite luminescence, overnight; hits give low values; cells stimulated with P. aeruginosa culture filtrate | 360,000 tested, 0.36% active;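 active = corrected activity change at or below -50% at 5 µM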
# NR2E3 ag-2 = agonists of human NR2E3 nuclear receptor | Q9Y5X4 | CHO-S Gal4-NCOR/VP16-NR2E3 two-hybrid, luciferase | inhibition of corepressor binding, % at 3.98 µM | 360,000 tested, 0.35% active | AID 602229;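 active = inhibition above the mean of all tested compounds plus 3 SD, cut at about 70% in these data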;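 note: 0% = DMSO with NR2E3 transfected cells and 100% = cells lacking NR2E3 construct; higher means lower luciferase signal from less NR2E3 corepressor binding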
# EBV LMP1 NFkB = reduces LMP1-driven NF-kappaB luciferase signal; LMP1-induced NF-kappaB luciferase reporter cells, luminescence; 350,000 tested, 0.69% active; AID 504558; inhibition, % at 12.5 µM; in the data active = inhibition above about 41%;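 note: 0% = neutral control wells and 100% = reference inhibitor control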
# Peg3 promoter = reduces Peg3 promoter-driven luciferase expression in HeLa; HeLa PEG-Prom luciferase reporter, luminescence, overnight; inhibition, % at 20 µM; 360,000 tested, 1.7% active; AID 588405;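 active = inhibition of at least 50% at 20 µM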
# * = called active by the depositor; nt = no result given. This is a subset; rates above refer to the full screens.
SMILES,CF NFkB inh,hiPSC survival,Shn3 inh set2,HIF-2a inh,MITF TRPM1 inh,C8 TRAIL sens,NR2E3 ag-1,KKLEB tox,NR2E3 ag-2,EBV LMP1 NFkB,Peg3 promoter
O=C1CCCN1c1ccc(C(=O)N(Cc2nnc(-c3ccc(Cl)cc3)o2)C2CC2)cc1,4,1.5,-1,-40,3,2,0,-2,-12,-1,-6
O=C(COc1ccc([N+](=O)[O-])cc1)NNC(=O)c1cccnc1,-8,0.2,1,15,-7,14,-1,8,-34,-7,1
CN(C)c1ccc(CNCC2CCCO2)cc1 (stereo unspecified),9,-0.5,0,15,11,-2,-1,-3,-21,0,4
CCC(C)COC(c1ccccc1)(c1ccccc1)C(Oc1nc(C)cc(C)n1)C(=O)O (stereo unspecified),8,0.0,10,18,-3,16,-1,13,-1,1,14
Cc1ccc(Sc2ccc(CN3CCCCC3)cc2[N+](=O)[O-])cc1,7,-1.8,24,11,15,2,1,-1,7,-12,-1
COc1cc(-c2nc(Cc3c(F)cccc3Cl)no2)cc(OC)c1OC,-24,-2.9,-7,7,-6,-8,1,12,4,6,15
CCOC(=O)c1nn(-c2ccc(Cl)cc2)c2nc(Nc3ccccc3)cc(=O)n12,11,4.7,12,10,-8,11,2,3,23,2,-7
Cc1ccc(NC(=O)CCC(=O)c2cccs2)cc1,-14,-2.3,-3,-69,-28,-9,1,4,-120,-8,-13
NC(=O)Cn1c(-c2nonc2N)nc2ccccc21,-3,8.0,-2,13,5,-8,0,-3,-31,-4,6
O=C(c1cc2ccccc2[nH]1)N1O[C@@H]2C=C[C@H]1C2,-3,0.0,-36,-76,1,-10,nt,5,-64,-4,-48
CN(C)C1=NC[C@H](Cc2ccccc2)N1CCCC1CCCC1,3,-1.9,86*,6,-26,15,-3,-13,9,4,-1
CNC(=O)N(O)C1N(C)C(=O)N(CC(=O)OC)C1(C)C (stereo unspecified),11,-1.7,-18,13,7,2,-3,-1,19,-6,4
CCOC(=O)C1CCCN(Cc2nc3ccc([N+](=O)[O-])cc3c(=O)n2-c2ccc(OC)cc2OC)C1 (stereo unspecified),-4,0.1,nt,3,14,29,-1,-4,-29,0,12
CC(C)CC(=O)Nc1nnc(SCC(=O)NCc2ccc3c(c2)OCO3)s1,5,-0.5,-6,5,-4,9,4,-3,-19,7,2
CCC(=O)Nc1ccc(NC(=O)c2cccc(OC)c2)nc1,-5,-5.5,-55,-217,-72,10,-2,12,-75,-10,-167
CSCCC(NC(=O)c1cccc(S(=O)(=O)N2CCOCC2)c1)C(=O)Nc1ccc(F)cc1 (stereo unspecified),7,2.3,-3,-15,-1,5,-3,-4,-9,1,-1
O=C(COC(=O)c1cc([N+](=O)[O-])ccc1N1CCOCC1)Nc1c(Cl)cccc1Cl,10,-0.3,2,17,-11,14,-3,-6,-9,1,-1
CC(C)(C)CC(C)(C)NC(=O)Nc1cccc([N+](=O)[O-])c1,9,-0.5,nt,23,1,-7,3,-4,-28,-1,34
O=C(COC(=O)CSc1ccc2ccccc2c1)Nc1ccccc1OC(F)F,13,1.0,-10,12,-1,1,5,13,-16,2,23
COc1ccc(C(=O)NCCNC(C)=O)cc1S(=O)(=O)NCc1ccc(Cl)cc1,8,-0.2,4,17,-4,-5,0,6,-6,-8,2
COc1ccccc1CNC(=O)CSc1ccsc1[N+](=O)[O-],-3,-1.1,-59,-210,-31,-10,4,-5,-28,-19,-203
Cc1cccc(NC(=O)c2cc(=O)c3ccccc3o2)c1,-13,1.1,-20,-150,-27,-1,-2,11,-11,-2,-100
COc1cccc(C(=O)Nc2ccc(NC(=O)C3CCCCC3)nc2)c1,2,-0.5,2,-13,-7,-6,nt,8,-7,-8,-18
Cc1cccc2c(=O)cc(C)n(Cc3ccccc3)c12,0,-1.2,4,-20,7,21,0,-7,14,5,7
Cn1cnc2nc[nH]c2c1=O,-14,2.9,37,13,-5,3,nt,6,-36,0,7
Cc1ccc(CNC(=O)c2cc3c(s2)CS(=O)(=O)C3)cc1,-9,0.0,7,4,10,10,1,17,-16,-4,25
COc1ccc(/C(C)=N/NC(=O)C2CC2)cc1,4,-0.7,-5,-4,13,3,1,-1,-31,2,-29
CC(=O)Nc1ccc(NC(=O)C2CC(=O)N(Cc3ccco3)C2)cc1 (stereo unspecified),7,-0.5,-12,17,10,13,nt,7,-21,-3,-5
CC(=O)Nc1ccc(S(=O)(=O)N2CCN(c3cc(C)nc4ccccc34)CC2)cc1,6,4.2,13,13,1,6,1,-7,-34,-1,14
C=CCN1C(=O)C2C3C=CC(C2C1=O)C1C2C(=O)N(CC=C)C(=O)C2C31 (stereo unspecified),6,1.1,10,-1,-2,10,1,-4,-10,4,-2
Cc1ccc(NC(=O)CS(=O)CC(=O)N2CCN(c3ccccc3)CC2)cc1 (stereo unspecified),5,0.2,2,2,4,-8,1,-3,-18,3,0
CCN1CCN(S(=O)(=O)c2ccc(Cl)c(C(=O)Nc3ccccc3N3CCCCC3)c2)CC1,15,-0.5,34,2,12,-7,-1,-10,-8,-5,-1
N#CCC(=O)Nc1ncn(Cc2ccccc2Cl)n1,-2,1.6,2,12,-14,0,3,9,-3,-3,16
NC(=O)CC(CC(=O)OCc1ccccc1)c1ccccc1 (stereo unspecified),3,0.0,9,13,4,-2,5,-13,8,10,7
COc1ccc(C(=O)NCCc2c[nH]c3ccc(OC)cc23)cc1,9,-0.6,-22,-2,-2,-4,3,-2,3,-7,-4
COc1ccc(-c2cc3ccccc3n2CC(O)Cn2nc(C)cc2C)cc1 (stereo unspecified),8,-2.7,10,-20,-4,-11,0,-16,14,4,4
O=C(N/N=C/c1ccco1)c1ccc2nc[nH]c2c1,17,-0.3,-1,1,5,-21,-3,-11,-26,-5,-3
COc1cccc(C2C(C#N)=C(C)NC3=C2C(=O)CC(C)(C)C3)c1 (stereo unspecified),6,-0.6,4,23,4,9,3,-16,-14,6,12
O=C(/C=C\NCC(=O)c1ccccc1)c1ccc2ccccc2c1,-12,-2.7,-2,-121,-20,-10,3,1,-57,-6,-103
O=C(NCC1CCCO1)/C(=C\c1ccccc1F)NC(=O)c1ccccc1 (stereo unspecified),-2,-0.4,-1,6,nt,5,0,9,-5,-1,11
CCCC(=O)Nc1ccc(NC(=O)c2cccs2)cn1,-13,-2.6,-8,-129,-43,-2,-1,4,-13,-18,-90
O=C(NNC(=O)c1cc(Cl)nc2ccccc12)c1ccccc1F,-16,-0.4,-19,3,-2,1,2,9,12,5,-5
Cc1cc(C)cc(NC(=O)CSc2nccn2Cc2ccco2)c1,2,0.8,1,-60,-6,-1,5,6,-39,-3,-16
O=c1c2ccccc2[nH]c(=S)n1CCCN1CCOCC1,-3,0.0,10,2,9,3,3,7,-12,-12,9
Cc1ccccc1NS(=O)(=O)c1ccc2c3c(cccc13)C(=O)N2C,-62,-0.2,8,0,14,13,0,-12,5,-20,16
CCOc1ccccc1NS(=O)(=O)c1ccc2c(c1)NC(=O)CCS2,-2,-0.4,-12,0,-7,3,0,8,16,-9,1
CC(C)c1ccc(/C=N/NC(=O)c2ccccn2)cc1,-7,-0.8,nt,-71,-4,81*,2,-41,-86,30,-39
CCOc1ccc(CCNC(=O)C2CCCN2C(=O)OCc2ccccc2)cc1OCC (stereo unspecified),19,-2.6,21,10,6,-9,2,-3,14,-17,12
C=C(C)Cn1c(N2CCN(CC)CC2)nc2c1c(=O)[nH]c(=O)n2C,12,3.5,-21,11,-4,9,1,3,-13,1,9
O=C(COc1ccc(Cl)cc1Cl)N1CCN(c2ccccn2)CC1,3,-0.3,5,-16,-11,3,-3,2,1,3,-15
CC1CCC(N2CCN(S(=O)(=O)Cc3ccccc3)CC2)CC1 (stereo unspecified),-14,0.5,6,-14,3,14,5,0,-12,-6,-14
COc1ccc(CNn2c(-c3cccs3)nc3ccccc3c2=O)cc1OC,-14,-0.1,-16,-3,-1,4,4,-13,-35,5,53*
COc1ccc(C(=O)CSc2nc(C(C)(C)C)nc3ccccc23)cc1,31,0.5,16,10,0,-13,4,2,-18,2,38
C[C@H](O)[C@@H]1C(=O)N2CCc3ccc(-c4cccc(F)c4)cc3[C@@H]2C[C@@H]1N(C)C(=O)C(C)(C)C,-2,-3.1,5,15,-1,1,nt,-7,-29,1,4
O=C1CCCC/C1=C\Nc1ccc(C(=O)O)c(O)c1,-11,0.8,-30,1,-14,0,-2,-2,-13,-3,-3
CCC1CCCCN1C(=O)CSc1n[nH]c(N)n1 (stereo unspecified),-13,-2.1,5,6,5,-7,nt,20,-10,-4,2
CC(=O)N1CCc2cc(Br)cc(S(=O)(=O)N3CCN(C(=O)c4ccco4)CC3)c21,-13,-0.8,-19,13,-8,7,1,9,-21,0,24
Cc1nnc(SCc2nc3ccccc3[nH]2)s1,-11,5.3,-5,-15,-3,-6,1,10,-13,2,-13
OCC[C@@H]1C[C@H](O)[C@@H](O)[C@]2(CCc3ccccc3CO2)O1,-11,2.5,-10,13,-1,-9,0,16,3,1,6
O=c1cc(-c2ccc(O)cc2)oc2ccccc12,-73,0.2,-35,-315,nt,15,7,5,-57,-20,-213

# Going on with the list:
SMILES,CF NFkB inh,hiPSC survival,Shn3 inh set2,HIF-2a inh,MITF TRPM1 inh,C8 TRAIL sens,NR2E3 ag-1,KKLEB tox,NR2E3 ag-2,EBV LMP1 NFkB,Peg3 promoter
COc1ccc(CCNC(=O)Cn2cccc2C(=O)c2ccccc2)cc1OC,9,0.5,9,11,-1,10,2,-6,-2,-7,19
CCOC(=O)C(CCc1nnc(N)s1)C(=O)OCC,6,0.0,-50,-4,-7,2,7,-12,9,-1,20
CNC[C@@H]1Oc2cc(Br)ccc2S(=O)(=O)N([C@@H](C)CO)C[C@H]1C,-15,-0.4,-42,7,nt,-7,nt,-12,-12,3,7
CC/C(=N\NC(=O)CNC(=O)/C=C/c1ccco1)c1ccccc1,20,-0.5,-2,14,-12,-7,-2,-12,-16,-3,4
Cc1ccc(CSCC(=O)Nc2ccc(N3CCOCC3)cc2N2CCOCC2)cc1,14,1.2,10,12,5,-31,4,-4,-6,10,20
Cc1cccc(S(=O)(=O)Nc2cccc(-c3cn4ccsc4n3)c2)c1,2,8.9,22,-7,-7,23,4,8,-1,13,18
